HCMV inh: qHTS Assay for inhibitors of the human cytomegalovirus (HCMV). HFF cells, HCMV-luciferase reporter, 72 h; stronger effect = lower value. activity change, negative = inhibition, % at 57.5 µM. actives 4.5% (n = 410,000). AID 1259415, 2018; in the data active means activity change below about -60%; inconclusive means no clear call, values can overlap the other calls; inactive means above about -39%
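Luciferase read-out from HCMV-luciferase-infected HFFs (MOI 1 PFU/cell) 72 h post infection at 37C; compounds added after 16 h cell attachment; activity normalized between buffer-only basal and Salinomycin (10uM) inhibitor controls.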
Sm TGR inh: qHTS Assay for the Inhibitors of Schistosoma Mansoni Peroxiredoxins. Schistosoma mansoni thioredoxin glutathione reductase (TGR), Q962Y6. purified TGR, DTNB reduction, TNB absorbance 405 nm. Potency, µM (titrated, usually from 114 µM), for inactives: at the top dose activity change, negative = inhibition, hits mostly inhibitors. actives 3% (n = 360,000); further: potency means the concentration at half of the fitted maximal effect; nearly all actives have a fitted effect of over 60% in size
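TGR 20 nM + NADPH 100 uM (dispensed conc.), cpd preinc 15 min RT; start with NADPH (500 uM addition) then DTNB (15 mM addition). Kinetic TNB absorbance, 405 nm filter. Four-parameter Hill fit across titration.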
AmpC inh detg: qHTS Inhibitors of AmpC Beta-Lactamase (assay with detergent); AmpC hydrolysis of nitrocefin, absorbance 480 nm, 0.01% Triton; Potency, µM (highest dose often 114 µM), without a hit: top-dose activity change, negative = inhibition, hits mostly inhibitors; actives 0.041% (n = 370,000);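 further: potency means the concentration at half of the fitted maximal effect; 0% = no-compound wells and -100% = no-enzyme wells; nearly all actives have a fitted effect of over 25% in size; some results filed as inactive show a strong effect at the top dose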
Target sequence (P00811 whole entry, looked up): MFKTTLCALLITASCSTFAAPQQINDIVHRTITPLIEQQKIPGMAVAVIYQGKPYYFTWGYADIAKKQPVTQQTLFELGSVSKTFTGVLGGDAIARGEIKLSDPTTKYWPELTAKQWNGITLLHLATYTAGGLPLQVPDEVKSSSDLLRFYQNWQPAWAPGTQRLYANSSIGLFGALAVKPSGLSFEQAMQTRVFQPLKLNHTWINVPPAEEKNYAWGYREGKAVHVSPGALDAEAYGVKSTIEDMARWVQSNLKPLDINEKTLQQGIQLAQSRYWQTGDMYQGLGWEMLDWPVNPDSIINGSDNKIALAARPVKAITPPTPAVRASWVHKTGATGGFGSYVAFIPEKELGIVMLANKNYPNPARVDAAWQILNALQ
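AmpC (5.3 nM in the dispensed reagent) in 20 mM phosphate pH 7.0 with 0.01% (detergent screen) or 0.0001% Triton X-100 was preincubated with compounds for 15 min at room temperature. Nitrocefin was then added from an 800 uM solution, and hydrolysis was followed at 480 nm.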
HCV inhibitor: qHTS Assay for Inhibitors of Hepatitis C Virus (HCV). actives 3.4% (n = 340,000). Huh7.5.1 HCVcc-Cre infection, luciferase reporter, 44 h. Potency, µM (highest dose often 41.8 µM), for the others: at the highest dose activity change, negative = inhibition, most hits filed as inhibitors; further: potency means the concentration at half of the fitted maximal effect
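Antiviral activity was scored by luciferase reporter output from cells infected with HCVcc-Cre (~0.5 moi) in presence of compound, 44 h infection period, cells seeded 1,000/well 4 h prior.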
Giardia FBPA inh: qHTS Assay for Inhibitors of Fructose-1,6-bisphosphate Aldolase from Giardia Lamblia; Potency, µM (top dose mostly 59.6 µM), for inactives: top-dose activity, negative = inhibition, hits mostly inhibitors; A8B2U2; actives 0.71% (n = 290,000); purified Giardia FBPA; further: potency means the concentration at half of the fitted maximal effect; nearly all actives have a fitted effect of over 55% in size
Target sequence (A8B2U2 whole entry, looked up): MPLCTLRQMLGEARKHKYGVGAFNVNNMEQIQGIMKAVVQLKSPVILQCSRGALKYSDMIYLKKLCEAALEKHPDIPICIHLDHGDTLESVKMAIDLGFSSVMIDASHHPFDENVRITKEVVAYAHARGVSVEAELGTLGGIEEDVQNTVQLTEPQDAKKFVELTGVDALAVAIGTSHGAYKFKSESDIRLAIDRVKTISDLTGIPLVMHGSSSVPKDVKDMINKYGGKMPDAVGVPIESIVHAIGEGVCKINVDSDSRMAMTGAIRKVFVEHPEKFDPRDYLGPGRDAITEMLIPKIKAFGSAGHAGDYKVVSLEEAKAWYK
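Giardia FBPA (40 nM reagent) was preincubated 10 min at RT with compound (up to 57.5 uM final), then substrate plus GAPDH/TPI/NAD/arsenate coupling system with diaphorase/resazurin was added; resorufin fluorescence (525/598 nm) was read after 20 min.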
AMA1 RON2 block: qHTS for Inhibitors of AMA1-RON; Towards Development of Antimalarial Drug Lead: Primary Screen. Potency, µM (titrated, usually from 58.2 µM), without a hit: at the top dose activity change, negative = inhibition, actives largely listed as inhibitors. AlphaScreen AMA1-biotinylated RON2 peptide binding. Plasmodium falciparum AMA1 (3D7) - RON2 peptide interaction. AID 720542, 2013. actives 0.2% (n = 360,000);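 further: potency means the concentration at half of the fitted maximal effect; 0% = vehicle wells and -100% = peptide control; nearly all actives have a fitted effect of over 45% in size; some results filed as inactive show a strong effect at the top dose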
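AMA1 (3D7) with his tag at 25 nM final met compounds first, then biotinylated RON2 peptide at 25 nM; detection used donor plus acceptor beads, 10 µg/mL apiece, read by AlphaScreen after 30 min at room temperature.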
* marks the source's active call; other numbers are inactive results; ? = inconclusive; nt = not tested or not shown; + = active, no number; [ ] = dose if it differs, or a comment. Unless noted, the call rests on the fitted dose curve; in most records, active means well fitted curve in the direction sought with a large enough effect; inconclusive means small, poorly fitted or top-dose-only effect, or another doubt; inactive means no such curve, though single readings can be large; an effect the other way counts as inactive or inconclusive. Unless noted, on the % scale 0 is the no-effect control and ±100 the full control effect.

SMILES	HCMV inh	Sm TGR inh	AmpC inh detg	HCV inhibitor	Giardia FBPA inh	AMA1 RON2 block
COc1ccc(OCCSc2nc3nc(C)cc(C)n3n2)cc1	-22	7%	-11%	20%	0%	8%
Cc1ccc(N2CCN(C(=O)Cn3ncc4c([nH]c5ccc(C)cc54)c3=O)CC2)c(C)c1	6	7%	21%	nt	nt	nt
CCCS(=O)(=O)NCc1cn2c(C)csc2n1	61	-15%	?	10%	3%	30%[activator]
CC(C)c1cccc(OCCn2c(-c3ccc(Cl)cc3)nc3ccccc3c2=O)c1	14	2%	-5%	nt	nt	nt
CC(C)C(=O)Nc1ccc(C(=O)NNC(=S)NC(=O)c2cccs2)cc1	97	-9%	-19%	-13%	6%	82%[activator]
CCC(=O)Oc1ccc2c(C)cc(=O)oc2c1C(=O)c1ccccc1	-20	-11%	2%	40%[activator]	-9%	5%
C=CCSC1=C(C#N)C(c2cc(Br)c(O)c(OC)c2)CC(=O)N1 (stereo not given)	-10	-14%	-6%	6%	-27%	7%
c1ccc(CN(Cc2ccccc2)c2c3c(nc4ncnn24)CCC3)cc1	-94*	2%	2%	-3%	13%	10%
Cc1ccc(NC(=O)c2ccc(Br)o2)cc1S(=O)(=O)N(C)C	33	?	1%	?	0%	-4%
COc1cc(C(=O)OCC(=O)NC(=O)NCc2ccccc2)ccc1OC(F)F	2	-14%	4%	18%	nt	-10%
Cc1ccccc1OCc1nc2ccccc2[nH]1	101	10%	3%	?	-13%	-7%
Cc1ccc2c(c1)N(C(=O)CCC(=O)NCc1cccc(F)c1)CCO2	-9	-29%	?	6%	-9%	-6%
CCn1cc(C(=O)N[C@@H](C)C(=O)NCCO)c(=O)c2cc3c(cc21)OCO3	30	-4%	1%	3%	1%	-3%
COc1ccc(CNc2ncnc3c2c(-c2ccccc2)cn3-c2ccccc2)cc1	-6	17%	7%	nt	nt	nt
CCOc1ccc(N(CC(=O)NCCSCc2ccc(C)cc2)S(C)(=O)=O)cc1	9	4%	-10%	-19%	8%	3%
O=C(c1ccccc1)c1nnc(-c2ccncc2)o1	-14	10%	-1%	10%	6%	-11%
Cc1cccc(-c2noc(C(C)NC(=O)c3ccco3)n2)c1 (stereo not given)	-9	-22%	3%	-3%	-6%	2%
CC(C1CC2CCC1C2)n1c(COc2ccccc2F)nnc1SCC(N)=O (stereo not given)	4	0%	-7%	10%	0%	-7%
Cc1ccccc1S(=O)(=O)NCc1cccnc1	-24	-2%	-6%	34%[activator]	0%	-8%
Cc1ccnc(NS(=O)(=O)c2ccc(NC(=O)C3CCCNC3=O)cc2)n1 (stereo not given)	13	-1%	-5%	21%	nt	-11%
O=C(Nc1ccc(N2CCN(C(=O)c3cccs3)CC2)c(Cl)c1)c1cccnc1	-25	-3%	-8%	?	-6%	0%
CSc1ncccc1C(=O)OCC(=O)Nc1nc(C)c(Cl)cc1Cl	-13	nt	nt	-4%	nt	0%
O=C(O)CCC1(CCC(=O)O)c2ccccc2-c2ccccc21	42	-6%	-10%	18%	16%	14%
CC(C)C(O)C1CCN(Cc2nc(-c3cccs3)no2)CC1 (stereo not given)	31	-8%	0%	0%	-2%	-24%
O=C(Cn1nnc(-c2ccc(F)cc2)n1)Nc1cccc(S(=O)(=O)N2CCCC2)c1	-60*	6%	2%	22µM*	nt	-4%

Record cards, from the list above. Screens in order: HCMV inh	Sm TGR inh	AmpC inh detg	HCV inhibitor	Giardia FBPA inh	AMA1 RON2 block
`CSc1ncccc1C(=O)OCC(=O)Nc1nc(C)c(Cl)cc1Cl` in the list: -13	nt	nt	-4%	nt	0%
`O=C(Cn1nnc(-c2ccc(F)cc2)n1)Nc1cccc(S(=O)(=O)N2CCCC2)c1` in the list: -60*	6%	2%	22µM*	nt	-4%
`Cc1cccc(-c2noc(C(C)NC(=O)c3ccco3)n2)c1` (stereo not given) in the list: -9	-22%	3%	-3%	-6%	2%
`Cc1ccccc1S(=O)(=O)NCc1cccnc1` in the list: -24	-2%	-6%	34%[activator]	0%	-8%
`Cc1ccc(N2CCN(C(=O)Cn3ncc4c([nH]c5ccc(C)cc54)c3=O)CC2)c(C)c1` in the list: 6	7%	21%	nt	nt	nt

Next part
SMILES	HCMV inh	Sm TGR inh	AmpC inh detg	HCV inhibitor	Giardia FBPA inh	AMA1 RON2 block
O=S(=O)(O)c1cc(O)c2ccc(Nc3ccccc3)cc2c1	20	nt	nt	14%	nt	-23%
Cc1cc2c(cc1S(=O)(=O)C(C)CC(=O)NCc1ccco1)OCC(=O)N2 (stereo not given)	-24	-25%	2%	17%	nt	6%
CC(C)C(C)(C#N)NC(=O)CSc1nnc(C(F)(F)F)n1C (stereo not given)	-23	11%	-1%	?	0%	0%
C(#CC1CCCCC1)c1ccc2c(c1)COc1c3ccccc3nn1-2	-22	18%	7%	31%[activator]	-2%	-3%
CC(C)c1ccc(NC(=S)NN2C(C)CCCC2C)cc1 (stereo not given)	-5	-20%	3%	2%	1%	95%[activator]
CN1CCN(CCc2nc3cc(NC(=O)COc4ccccc4)ccc3n2C)CC1	-9	-19%	-7%	-19%	1%	19%
Cc1ccc(NC(=O)C(C)OC(=O)C2CC3CCCC(C2)C3=O)cc1S(=O)(=O)N1CCOCC1 (stereo not given)	-6	nt	nt	7%	nt	-1%[11.6 µM]
CC12COC3(C(=O)Nc4ccc5ccccc5c4)CC1CCC32C (stereo not given)	-17	3%	-5%	-5%	-3%	-4%
O=C(NC1CCCCCC1)C1CCN(C(=O)c2cccc(Cl)c2)CC1	-36	-2%	2%	-6%	2%	21%
CN1CCN(c2nc(-c3ccncc3)nc3ccccc23)CC1	-21	-6%	-12%	?	3%	-17%
COC(=O)C1(Cc2ccc(O)c(CC3OC3(C)C)c2)OC(=O)C(O)=C1c1ccc(O)cc1 (stereo not given)	0	0%	4%	0%	-8%	-12%
CCOC(=O)C1=NOC2C3CC(C12)C1C(=O)N(CCc2ccc(OC)c(OC)c2)C(=O)C31 (stereo not given)	-23	-21%	0%	32%[activator]	-2%	-5%
[O-]/C(=C(\C(=S)Nc1ccc(SC(F)F)cc1)[n+]1cccc(CO)c1)c1ccc(Cl)s1	-20	-11%	-17%	-25%	-18%	9%
Cc1c(Cl)cccc1NC(=S)NCc1ccc(Cl)cc1	?	nt	nt	-10%	nt	2%
COc1c(C)cc(C(=O)C2CCCN(C(=O)c3cc(C)on3)C2)cc1C (stereo not given)	?	-8%	0%	?	6%	2%
O=C1CN(C(=O)COC(=O)c2cnc(Cl)c(Cl)c2)c2ccccc2N1	29	1%	-20%	-1%	-4%	-8%
COc1cc(NC(=O)CNC(=O)Cn2c(C)cc3ccccc3c2=O)cc(OC)c1OC	-6	3%	?	?	-2%	-3%
O=C(CN1CCN(Cc2ccccc2)CC1)Nc1ccccc1-c1ccccc1	-25	0%	-2%	?	1%	-22%
C[C@H](NS(=O)(=O)c1ccc(F)cc1)C(=O)OCC(=O)c1c(N)n(C)c(=O)n(C)c1=O	-16	nt	nt	9%	nt	4%
CCc1ccc2[nH]c(=O)c(C(c3nnnn3Cc3ccccc3)N3CCOCC3)cc2c1 (stereo not given)	23	0%	?	22%	-7%	5%
O=C(CCc1ccccc1)NNC(=S)NCCc1ccccc1	52	1%	-14%	0%	nt	135%[activator]
COC(=O)c1ccc(Cl)c(NC(=O)NC23CC4CC(CC(C4)C2)C3)c1	-29	1%	-8%	?	-11%	-12%
CCc1ccc(NC(=O)CSc2nnc(Cn3c(=O)sc4ccccc43)n2C)cc1	9	0%	3%	20%	1%	-21%
COc1ccc(S(=O)(=O)NCc2ccccc2Cl)cc1OC	37	7%	3%	?	10%	1%
O=C(COC(=O)CNC(=O)C1CCCCC1)NCc1ccc(Cl)cc1	78	nt	nt	-15%	nt	-21%
More compounds follow:
SMILES	HCMV inh	Sm TGR inh	AmpC inh detg	HCV inhibitor	Giardia FBPA inh	AMA1 RON2 block
Cc1ccc(NC(=O)C2CC2c2ccccc2)c([N+](=O)[O-])c1 (stereo not given)	11	-23%	-9%	?	3%	-16%
CCN(CC)CCCNc1ncnc2scc(-c3ccc(F)cc3)c12	36	-1%	5%	?	1%	1%
Cc1onc(-c2c(F)cccc2Cl)c1C(=O)OCN1C(=O)c2ccccc2C1=O	4	-18%	?	?	-3%	-4%
Cc1ccc(C)c(C(C)NC(=O)C2CC=CCC2C(=O)O)c1 (stereo not given)	-29	-6%	0%	24%	nt	3%
CC1(c2ccccc2)NC(=O)N(CC(=O)Nc2cc(Cl)ccc2N2CCOCC2)C1=O (stereo not given)	-12	-10%	?	10%	nt	48%[activator]
Cc1nn(CCCC(=O)NCc2ccccc2)c(=O)c2cc3sccc3n12	?	-8%	?	nt	nt	nt
Cc1ccc(CN2CCNC(=O)C2CC(=O)NCCCn2ncc3ccccc32)o1 (stereo not given)	?	25µM*	-3%	13%	-4%	-15%
CCCNS(=O)(=O)c1ccc(OCC(=O)Nc2ccccc2F)cc1	0	-1%	2%	-9%	0%	-4%
CN(C)C(=O)CSc1nnc2sc3ccccc3n12	24	0%	-10%	15%	-11%	8%
COC(=O)c1cc2sc(C)cc2n1CC(=O)Nc1cccc(SC)c1	5	0%	21%	nt	nt	nt
CC(C)Oc1ccc(C2CNC(=O)C2)cc1 (stereo not given)	6	0%	-8%	10%	1%	-2%
COc1ccccc1-n1nc(C(=O)O)c2ccccc2c1=O	?	2%	?	-5%	26%	-3%
CC(C)[C@H](NC(=O)[C@H]1N2C(=O)c3ccccc3C2SC1(C)C)C(=O)NCc1ccco1 (stereo not given in full)	+	?	1%	2%	nt	-5%
O=C(Nc1cccc(S(=O)(=O)NC2=NCCC2)c1)c1c(F)cccc1Cl	-24	-1%	-12%	0%	nt	5%
CCOC(=O)N1CCN(c2cc(N(C)CCO)c([N+](=O)[O-])c3nonc23)CC1	-9	35µM*	6%	-16%	-17%	-3%
C/C(=N/NC(=O)c1ccccc1)c1ccc(NC(=O)C(F)(F)F)cc1	0	nt	-3%	1%	-6%	42%[activator]
COc1ccc(CNCCC(c2ccc(OC(C)C)cc2)c2ccccc2OC)cc1OC (stereo not given)	-98*	-1%	-3%	13µM*	0%	-27%
O=C(N1CCCCC1)C12CC3CC(C1)CC(C(=O)N1CCCCC1)(C3)C2	-3	7%	?	4%	0%	4%
O=C(O)CCS(=O)(=O)Cc1cccc(Cl)c1	-10	20%	?	7%	1%	4%
O=C1CCCCC1Sc1nnc(Cc2cccs2)n1CCc1ccccc1 (stereo not given)	-2	9%[11.4 µM]	-4%	-15%	-2%	94%[activator]
O=C(Nc1ccccc1)C(=O)c1cn(CC(=O)N2CCCCC2)c2ccccc12	-8	-6%	-3%	-29%	-2%	0%
CNC(=O)CS(=O)(=O)CC(=O)Nc1cc(OC(C)C)c(Cl)cc1Cl	-6	-3%	-7%	-22%	-4%	0%

Screening results from PubChem BioAssay.
